JMJD2A Tudor – blocks the human JMJD2A Tudor domain; AID 504339; 390,000 tested, 4.4% active; O75164; AlphaScreen JMJD2A-Tudor / H3K4me3 peptide binding; Potency, µM (top dose mostly 114 µM), for the others: at the top dose activity change, negative = inhibition, actives largely listed as inhibitors; further: on the % scale 0 is the no-effect control and ±100 the full control effect; nearly all actives have a fitted effect of over 50% in size
Pol iota inh – DNA polymerase iota (human) inhibition; Q9UNA4; Pol iota fluorescent replication assay, 10 min; Potency, µM (top dose mostly 115 µM), inactives show top-dose activity, negative = inhibition, most hits filed as inhibitors; 390,000 tested, 1% active; AID 588590
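Pol iota at 10 nM preincubated 15 min with compounds at room temperature; reaction started with fluorescent substrate, 50 nM final. Fluorescence read kinetically at 0 and 10 min; buffer-only wells as negative control.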
G9a inh – blocks human histone lysine methyltransferase G9a | Q96KQ7 | G9a H3K9 monomethylation, AlphaScreen, 2 h | Potency, µM (highest dose often 102 µM), for inactives: top-dose activity, negative = inhibition, usual class: inhibitors | 350,000 tested, 8.8% active; further: on the % scale 0 is the no-effect control and ±100 the full control effect; nearly all actives have a fitted effect of over 75% in size
Target sequence (Q96KQ7 913-1193 limits assumed): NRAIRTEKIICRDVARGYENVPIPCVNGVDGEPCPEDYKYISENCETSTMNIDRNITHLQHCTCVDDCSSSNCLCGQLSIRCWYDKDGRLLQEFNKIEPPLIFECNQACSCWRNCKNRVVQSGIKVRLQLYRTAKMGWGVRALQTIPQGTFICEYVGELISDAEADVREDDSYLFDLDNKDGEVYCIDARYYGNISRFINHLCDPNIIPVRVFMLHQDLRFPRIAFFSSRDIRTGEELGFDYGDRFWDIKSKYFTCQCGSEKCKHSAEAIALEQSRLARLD
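Quantitative HTS format: methyltransferase activity on a biotin-tagged H3K9 peptide is measured by AlphaScreen, using a rabbit anti-monomethyl-H3K9 antibody with streptavidin donor and anti-IgG acceptor beads. Final levels are 20 nM enzyme, 500 nM peptide, 20 uM SAM; 2 h RT.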
PGK inhibitor – T. brucei PGK inhibition | P07378 | Potency, µM (doses to about 57.5 µM), for the others: at the top dose activity change, negative = inhibition, usual class: inhibitors | PGK/GAPDH coupled, Kinase-Glo luminescence, 60 min | 380,000 tested, 0.043% active; further: on the % scale 0 is the no-effect control and ±100 the full control effect; nearly all actives have a fitted effect of over 60% in size
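Recombinant glycosomal PGK reaction used 1,3-bisphosphoglycerate generated in-well by GAPDH (100nM final) in 100mM TEA pH 7.6, 5mM MgCl2, 0.01% Tween-20. After 60 minutes at room temperature, ATP was read by Kinase-Glo Plus luminescence end-point.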
BLM inh – Bloom syndrome helicase (human) inhibition; Potency, µM (doses to about 56.1 µM), for inactives: at the top dose activity change, negative = inhibition, most hits filed as inhibitors; recombinant BLM DNA unwinding, fluorescence dequenching; 350,000 tested, 0.2% active;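 further: plate controls were vehicle for no effect and no enzyme for full effect; nearly all actives have a fitted effect of over 35% in size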
HP1b chromo inh – blocks HP1-beta chromodomain binding to methylated histone tails; P83916; AlphaScreen HP1-beta / biotin-H3K9me3 peptide binding; Potency, µM (doses to about 114 µM), for the others: top-dose activity change, negative = inhibition, actives largely listed as inhibitors; 390,000 tested, 0.56% active; further: nearly all actives have a fitted effect of over 70% in size; inactives centre near 23
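HP1-beta protein (50 nM final) preincubated 30 min at room temperature with biotinylated H3(1-18)K9me3 peptide (50 nM) in PBS pH 7.4, 0.01% Tween-20, then compound added for 30 min. AlphaScreen streptavidin donor/nickel chelate acceptor beads (10 ug/mL final), 30 min dark, luminescence read.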
BAZ2B block – blocks human BAZ2B. AlphaScreen BAZ2B-H3K14Ac peptide displacement. Potency, µM (doses to about 114 µM), for inactives: at the top dose activity change, negative = inhibition, usual class: inhibitors. 360,000 tested, 4.4% active; further: on the % scale 0 is the no-effect control and ±100 the full control effect; nearly all actives have a fitted effect of over 60% in size
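AlphaScreen displacement: compounds (up to 110uM) incubated 30 min at room temperature with a preformed 50 nM BAZ2B/50 nM biotinylated H3K14Ac peptide complex in PBS pH 7.4 with Tween-20. Donor and acceptor beads at 10 ug/mL final added, 20 min light-protected before reading.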
GLS inhibitor – glutaminase GLS (human) inhibition; O94925; GLS enzymatic activity, qHTS titration; Potency, µM (top dose mostly 45.5 µM), without a hit: top-dose activity change, negative = inhibition, most hits filed as inhibitors; 410,000 tested, 0.21% active; AID 624170; further: on the % scale 0 is the no-effect control and ±100 the full control effect
Target sequence (O94925 whole entry, looked up): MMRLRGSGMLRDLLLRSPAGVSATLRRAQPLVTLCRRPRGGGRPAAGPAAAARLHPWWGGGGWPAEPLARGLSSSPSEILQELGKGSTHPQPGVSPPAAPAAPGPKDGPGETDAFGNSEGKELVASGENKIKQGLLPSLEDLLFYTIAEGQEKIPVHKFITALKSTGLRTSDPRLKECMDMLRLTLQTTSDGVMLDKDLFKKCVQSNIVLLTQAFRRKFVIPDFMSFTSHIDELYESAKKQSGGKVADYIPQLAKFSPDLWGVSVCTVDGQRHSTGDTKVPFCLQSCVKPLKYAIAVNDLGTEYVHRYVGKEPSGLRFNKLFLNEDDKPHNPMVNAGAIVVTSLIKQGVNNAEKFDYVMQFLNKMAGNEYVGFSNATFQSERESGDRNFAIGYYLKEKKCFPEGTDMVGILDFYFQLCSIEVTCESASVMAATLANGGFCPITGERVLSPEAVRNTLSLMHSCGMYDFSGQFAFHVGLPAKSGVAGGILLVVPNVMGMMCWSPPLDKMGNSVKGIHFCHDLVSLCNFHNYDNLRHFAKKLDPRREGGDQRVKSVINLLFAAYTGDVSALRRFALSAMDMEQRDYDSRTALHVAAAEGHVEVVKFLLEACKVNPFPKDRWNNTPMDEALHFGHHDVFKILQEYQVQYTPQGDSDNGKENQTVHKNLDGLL
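Compounds were pin-transferred onto hKGA, after which L-glutamine (1 mM solution) and a detection mix of glutamate oxidase, HRP and Amplex Red were added. Initial and 30 min RT fluorescence reads were collected.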
Pin1 inhibitor – blocks the human prolyl isomerase Pin1. AID 504891. Potency, µM (highest dose often 115 µM), for the others: at the top dose activity, negative = inhibition, most hits filed as inhibitors. 390,000 tested, 0.009% active. Pin1 FP peptide displacement, HiFluor488, 10 min. Q13526; active means well fitted inhibition curve with a large enough effect in the polarisation, with a control signal flat, not every such curve was filed as active; inconclusive means small, poorly fitted or top-dose-only effect, or effect the other way, or a change in a side signal; inactive means no such curve, though single readings can be large or run the other way; the % refers to the polarisation; further: on the % scale 0 is the no-effect control and ±100 the full control effect
* = called active by the depositor; i = inactive; u = inconclusive; x = not tested or not shown; [ ] = dose if it differs, or a comment. Unless noted, the call rests on the fitted dose curve; in most records, active means well fitted curve in the direction sought with a large enough effect; inconclusive means small, poorly fitted or top-dose-only effect, or another doubt; inactive means no such curve, though single readings can be large; an effect the other way counts as inactive or inconclusive. Potency means the concentration at half of the fitted maximal effect. This is a subset; the hit share may differ from the screen's.

SMILES | JMJD2A Tudor | Pol iota inh | G9a inh | PGK inhibitor | BLM inh | HP1b chromo inh | BAZ2B block | GLS inhibitor | Pin1 inhibitor
CCn1cc(C(=O)Nc2ccc(Cl)cc2Cl)cn1 | -4% | 33%[activator] | x | 1% | x | 38% | x | 3% | 1%
O=C(O)CCc1ccc(-c2ccccc2)n1-c1cccc(C(=O)O)c1 | u | -24% | -12%[2.33 µM] | -3% | 1% | 15% | u | 10% | -18%
COc1ccc(-c2cc(C(=O)N3CCN(S(=O)(=O)c4ccccc4)CC3)[nH]n2)cc1 | -9% | -6% | x | -12% | -4% | 47%[activator] | -13% | -8% | 16%
O=C(C1CCN(S(=O)(=O)c2cccc3nonc23)CC1)N1CCN(c2cccc(Cl)c2)CC1 | -23% | 21% | -8%[59 µM] | -5% | -7% | 18% | -24% | 0% | 13%
C#CCN1C(=O)S/C(=C\c2ccc(-c3ccc(Cl)c(C(=O)O)c3)o2)C1=O | -1% | u | 45µM* | -19% | -7% | 32% | -32% | -7% | -12%
CS(=O)(=O)N(Cc1ccc(Cl)cc1)c1ccc(C(=O)NCCC2=CCCCC2)cc1 | -12% | 1% | -31%[59 µM] | i | -6% | 42%[activator] | 10% | -4% | 0%
CCOC(=O)c1c(C)oc2ccc(OCC(=O)N(CC)CC)cc12 | 7% | 4%[58.9 µM] | 9%[59 µM] | -2% | -11% | 15% | 3% | 10% | 1%
CCOC(=O)Nc1ccc(C)cc1NC(=O)OCC | -1% | 88%[activator] | 44%[activator] | -4% | -4% | 39% | 0%[57.1 µM] | -3% | 2%
COc1ccccc1CNC(=O)c1ccc(Nc2nc3ccccc3n3nnnc23)cc1 | 4% | 9% | -3%[59 µM] | 0% | -1% | 24% | -4% | 0% | 14%
O=C(O)c1ccc(N=Cc2c(O)ccc3oc4c(c23)CCCC4)cc1 | 25% | 44%[activator] | 145%[activator] | -3% | -2% | 184%[activator] | 151%[activator] | 27% | -23%
Cc1ccc(CCNC(=O)C2CCN(S(=O)(=O)c3ccc4c(ccn4C)c3)CC2)cc1 | 2% | -11% | -2%[59 µM] | -3% | -1% | 21%[57 µM] | 2% | 2% | 9%
COc1ccc(NC(=O)Nc2cccc3c2O[C@H](CN(C)S(=O)(=O)c2cn(C)cn2)[C@@H](C)CN([C@H](C)CO)C3=O)cc1 | 14% | 10% | x | 8% | x | 50%[activator] | x | -3% | 6%
COc1ccc(C(CC(=O)O)NC(=O)COc2ccccc2)cc1OC (centres undefined) | -7% | u | 79µM* | i | -1% | 13% | 0% | 9% | -2%
CCC(=O)/C=C1\Sc2ccc(OC)cc2N1CCO | -13% | 10% | -22%[59 µM] | 9% | -3% | 52%[activator] | 8% | 0% | -6%
CCCOC1CCCN(Cc2nc(-c3ccc(C(=O)OC)cc3)no2)C1 (centres undefined) | 3% | 47%[activator] | 55%[activator] | 3% | -1% | 103%[activator] | 5% | -7% | -1%
CCC(C)(C)NC(=O)C1CCC(CNS(=O)(=O)c2cccc3nsnc23)CC1 (centres undefined) | 1% | 28% | 33% | -8% | 2% | 54%[activator] | 0% | -5% | -9%
COc1ccc(Nc2nc(Cl)nc(NCc3ccco3)n2)cc1 | -3% | -7% | 9%[59 µM] | i | -1% | 19% | 2% | -17% | 3%
O=C(Cn1nc(-c2cccc(Cl)c2)ccc1=O)Nc1ccccc1Br | 4% | 65%[activator] | -4%[12.7 µM] | -7% | -5% | 23% | -20% | -2% | -2%
O=C(/C=C/c1ccco1)Nc1cccc(S(=O)(=O)N2CCOCC2)c1 | 4% | 1% | -16% | -9% | 1% | -6% | -8% | 4% | -1%
CCc1cccc(NC(=O)CN(c2ccc(OC)cc2)S(=O)(=O)c2c(C)n[nH]c2C)c1 | 1% | 14% | 1% | 4% | -10% | 27% | -9% | x | 3%
CC1CC1C(=O)OCC(=O)Nc1ncc(Cl)cc1Cl (centres undefined) | -33% | 14µM* | u | -5% | x | 1% | u | u | u
COc1ccccc1NC(=O)C1CCN(S(=O)(=O)c2ccc3c(c2)NC(=O)C(C)S3)CC1 (centres undefined) | -7% | u | 31% | i | -4% | 10%[57 µM] | -16% | 15% | 71%[activator]
Cc1cccc(NC(=O)Cn2nc3c4ccccc4n(Cc4ccccc4)cc-3c2=O)c1 | 6% | -1% | 6%[59 µM] | 1% | -5% | 17% | -14% | 2% | 7%
CCCCC(=O)Nc1ccc(C(=O)OCc2cc(=O)n3nc(C4CC4)sc3n2)cc1 | -22% | 23% | 51%[59 µM] | 4% | -12% | 23% | 2% | 0% | 12%
COc1ccc(-c2c(C)oc3cc(O)cc(O)c3c2=O)cc1OC | -10% | -2% | 26%[59 µM] | 0% | 0% | 36% | 1% | 15% | -2%
(next part)
SMILES | JMJD2A Tudor | Pol iota inh | G9a inh | PGK inhibitor | BLM inh | HP1b chromo inh | BAZ2B block | GLS inhibitor | Pin1 inhibitor
NNC(=O)c1nn(-c2ccc(Cl)cc2)cc1O | -23%[11.4 µM] | 29% | -15% | i | -7% | -4% | -23% | u | 1%
COc1ccc(C)cc1S(=O)(=O)N(C)CC(=O)NC1CCCC1 | -3% | 19% | 14%[59 µM] | -2% | -2% | 24% | 8% | 2% | 7%
C/C(=N\N1CCN(c2ccccc2)CC1)c1ccc(O)cc1 | -17% | -9% | 2% | i | -3% | 3% | -8% | 33%[activator] | -10%
CCOc1ccc(-c2cccc(NC(=O)c3cccs3)c2)nn1 | -15% | 32%[activator] | -36% | -7% | x | 7% | 9% | 8% | -1%
CCOc1ccc(OCCC(=O)OCC(=O)N(CC)c2c(N)n(Cc3ccccc3)c(=O)[nH]c2=O)cc1 | -26% | -6% | x | -7% | x | 31% | x | 6% | 4%
Cn1nnnc1SCCNCc1cccc2ccccc12 | -24% | -9%[58.9 µM] | 50µM* | 1% | 2% | 14% | 4% | -1% | -2%
CCn1c2ccccc2c2cc(/C=N/n3c(-c4cc(C)[nH]n4)n[nH]c3=S)ccc21 | u | u | 2.5µM* | -1% | -11% | -7% | -34% | u | 6%
COc1c2ccoc2nc2c(OC)cccc12 | -6% | -3% | u | x | 4% | 33% | 1% | 2% | 4%
COC(=O)c1ccc(OCC(O)CNCC(c2ccc(OC)cc2)N(C)C)c(OC)c1 (centres undefined) | 1.8µM* | 36%[activator] | u | -7% | 3% | -25% | 50µM* | 26% | -14%
Cc1onc(-c2ccccc2)c1C(=O)NCC1COc2ccccc2O1 (centres undefined) | 3% | 4% | 24%[59 µM] | 2% | -22% | 18% | 2% | 2% | 0%
CCCCC(=O)Nc1nnc(CCOC)s1 | 4% | 4% | x | 9% | -1% | 29% | -5% | -1% | -2%
CCn1c(CNC(=O)Cc2ccc(OC)cc2)nnc1SCC(=O)Nc1nccs1 | -11% | u | -21%[12.7 µM] | x | -1% | 10% | 6% | 0% | 2%
COc1ccc(C(=O)Cn2nnc(-c3cccs3)n2)cc1 | 18% | 1% | 10%[59 µM] | -2% | -6% | 53%[activator] | 2% | 1% | -7%
COc1cccc(C(=O)N(CN2CCCC2=O)c2ccccc2OC)c1 | -10% | 2% | -10%[2.33 µM] | -10% | 0% | 16% | -4% | -14% | 1%
C=C1C[C@@]23CCC4[C@@](C)(CCC[C@@]4(C)C(=O)O)C2CC[C@]1(O)C3 (some centres undefined) | -23% | u | -5%[0.501 µM] | -11% | x | 8% | 13% | 0% | 1%
CC(C)C(C(=O)Nc1ccccc1)N1C(=O)c2ccccc2C1=O (centres undefined) | -23% | -18% | u | -1% | -14% | 17% | 8% | -4% | 1%
Cc1nc2ncnn2c(C)c1CCC(=O)N1CCOCC1 | -11% | -14% | 2%[59 µM] | i | -1% | 10% | 13% | -8% | -6%
COc1cccc(C=Nc2ccc3c(c2)OCCO3)c1O | -32% | 48%[activator] | -41%[12.7 µM] | u | -3% | -6% | -10% | u | -9%
CC(=C/c1ccccc1)/C=N/NC(=O)c1cccs1 | -18% | 53%[activator] | -3% | -1% | -4% | 28% | -3% | 4% | -1%
COc1ccc(NC(=O)c2ccc3ncsc3c2)cc1 | -15% | 6% | u | i | -14% | 21% | -3% | 3% | -4%
CCN(CC)c1ccc(NC(=O)CSc2nc(C)cc(=O)[nH]2)cc1 | -21% | u | u | 8% | 1% | 20% | -9% | 21% | 7%
CCOc1ccc(N2CC(C(=O)NCCc3ccc(S(N)(=O)=O)cc3)CC2=O)cc1 (centres undefined) | -5% | 30%[activator] | 25µM* | i | -2% | 3% | 4% | -6% | 1%
CCN(CC)C(=O)C1=C(C)NC(=O)NC1c1c(F)cccc1Cl (centres undefined) | u | 12% | -4%[59 µM] | -6% | 2% | 26% | -4% | 3% | 0%
CN(C)CCn1c(=O)n(-c2cccc(Cl)c2)c(=O)c2c3c(sc21)CCCCC3 | u | 12% | u | -6% | -5% | -8% | u | -14% | -2%
O=C1OC(N2C(=O)CC[C@H]2C(=O)NCC2CCCO2)c2ccccc21 (some centres undefined) | -23% | 30%[activator] | x | -2% | -2% | 9% | 14%[57.1 µM] | 6% | -8%
CCc1ccc(C(=O)C(C)OC(=O)C2COc3ccccc3O2)cc1 (centres undefined) | 48%[activator] | 15% | 58%[activator][59 µM] | 0% | -3% | 114%[activator] | 54%[activator] | -2% | -6%

Arranged by the number under BLM inh (largest number first): 4 of the compounds above.
SMILES | JMJD2A Tudor | Pol iota inh | G9a inh | PGK inhibitor | BLM inh | HP1b chromo inh | BAZ2B block | GLS inhibitor | Pin1 inhibitor
COc1cccc(C=Nc2ccc3c(c2)OCCO3)c1O | -32% | 48%[activator] | -41%[12.7 µM] | u | -3% | -6% | -10% | u | -9%
COc1ccc(C(=O)Cn2nnc(-c3cccs3)n2)cc1 | 18% | 1% | 10%[59 µM] | -2% | -6% | 53%[activator] | 2% | 1% | -7%
NNC(=O)c1nn(-c2ccc(Cl)cc2)cc1O | -23%[11.4 µM] | 29% | -15% | i | -7% | -4% | -23% | u | 1%
Cc1onc(-c2ccccc2)c1C(=O)NCC1COc2ccccc2O1 (centres undefined) | 3% | 4% | 24%[59 µM] | 2% | -22% | 18% | 2% | 2% | 0%

From PubChem
